KDM5B inh: blocks human KDM5B histone demethylase activity; Q9UGL1; KDM5B demethylase, FDH-coupled NADH fluorescence (FDH is formaldehyde dehydrogenase); Potency, µM (series often up to 57.7 µM), for the others: at the top dose activity change, negative = inhibition, usual class: inhibitors; 220,000 compounds, 2.6% hits; active = well fitted inhibition curve with a large enough effect; inconclusive = small, poorly fitted or top-dose-only effect; inactive = no such curve, though single readings can be large or run the other way; note: 0% is about no effect; nearly all actives have a fitted effect of over 70% in size
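KDM5BΔAP (200 nM final) in 50 mM HEPES pH 7.5, 0.01% Tween-20 was preincubated 10 min at RT with compound over a concentration range. Substrate mix (H3K4me3 12.5 µM, α-KG 25 µM, Fe²⁺, ascorbate, NAD⁺, FDH) was added, and NADH fluorescence change over 30 min gave dose-response curves.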
* marks the source's active call; other numbers are inactive results; i = inactive; ? = inconclusive; [ ] = remark or other dose. Potency is the fitted concentration of half-maximal effect. Not all compounds are listed. The share of hits here may be higher or lower than overall.

SMILES	KDM5B inh
O=C(c1ccsc1)N1CCC(c2n[nH]c(=O)n2Cc2ccc(F)cc2)CC1	-4%
CN1CCCCCC(O)c2cc(C(=O)Nc3cccc(OC(F)(F)F)c3)ccc21 (stereo not drawn)	?
CCN(CCC(=O)Nc1ccccc1C#N)Cc1ccco1	-9%
O=C(Nc1ccccc1)Oc1cccc(Br)c1	-29%
COc1cccc(OC)c1CN1CCC2(CC1)CC(O)CCO2 (stereo not drawn)	15%
CCOC(=O)Cn1c(=O)oc2cc(S(=O)(=O)N3CCN(c4ccc(C(C)=O)cc4)CC3)ccc21	5%
Cn1c(C(=O)N2CCN(S(=O)(=O)c3cccs3)CC2)cc2ccccc21	-6%
CC(=O)c1ccc(N2CCN(CC(=O)Nc3ccnn3Cc3cccc(Cl)c3)CC2)c(F)c1	-8%
COc1cccc(-c2noc(COc3ccc4ccc(=O)oc4c3)n2)c1	-28%
CCN(CC)C(=O)N1CCC2(CC1)CC(N1CCN(c3ccccc3)CC1)CCO2 (stereo not drawn)	7%
O=C(CCC1CC1)N1CCN(c2ncnc3ccsc23)CC(O)C1 (stereo not drawn)	4%
Cc1ccc(NS(=O)(=O)c2ccccc2)c(=O)n1CC(=O)N1CCN(CC(C)C)CC1	-25%
Cc1c(CN2CCN(Cc3cccs3)C(CCO)C2)cnn1C (stereo not drawn)	20%
Cc1cc(C(=O)N2CCCC(N3CCN(c4cccc(Cl)c4)CC3)C2)n(C)n1 (stereo not drawn)	2%
Cc1c(Cl)cccc1NC(=O)CC(c1cccs1)N1Cc2ccccc2C1=O (stereo not drawn)	-16%
Cn1cnnc1CC1CCN(C(=O)CN2CC(c3ccccc3)CC2=O)CC1 (stereo not drawn)	-10%
COc1ccc(OCCN2CCN(C(=O)c3cc(C4CC4)nc4ccccc34)CC2)cc1	-5%
COC(=O)[C@@H]1Cc2c([nH]c3ccccc23)[C@H]2C[C@H](NCc3cccs3)C[C@@H](c3ccccc3)N21	?
Cc1cccc(OCC(=O)N2CCCC(n3cc(-c4nc(C5CC5)no4)nn3)C2)c1 (stereo not drawn)	-7%
COC(=O)c1nc2n(n1)C(c1cc(OC)ccc1OC)C=C(c1ccc(Br)cc1)N2 (stereo not drawn)	-25%
COc1ccc(CC(=O)Nc2ccc3ncnc(N4CCCCC4)c3c2)c(Cl)c1	32µM*
Cc1ccc(CNC(=O)c2ccc3c(c2)N(C)C2CCCN2C3=O)cc1C (stereo not drawn)	?
COc1ccc(NC(=O)N2CCCC(Cn3cnc4cccnc43)C2)cc1 (stereo not drawn)	-8%
C=CCNS(=O)(=O)c1ccc(C(=O)O)cc1	17%
COc1ccccc1NC(=O)c1ccc(-n2cccc2)cc1	1%
CCc1noc([C@@H]2CC(F)(F)CN2C(=O)CCc2c(C)noc2C)n1	-7%
CN(C)[S+](=O)([O-])c1ccc2c(c1)OCCN(Cc1ccc(F)cc1)C2	8%[86.2 µM]
CC(=O)N1CCc2[nH]cnc2C12CCN(C(=O)C(C)Oc1ccccc1)CC2 (stereo not drawn)	-20%
CCSC1=N/C(=C\c2ccccc2OC)C(=O)S1	-1%
CC(C)NC(=O)C(C)Sc1nc(C2CC2)nc2ccccc12 (stereo not drawn)	15%
CCCNC(=O)NC[C@H]1O[C@@H]2C[C@@H](CC(=O)NCc3cnn(C)c3)O[C@@H]2[C@@H]1O	14%[86.2 µM]
Cc1ccc(C)c(Cn2c(=O)c(-c3noc(C)n3)c3n(c2=O)CCCCC3)c1	5%
N#CC1=C2SCN(C3CCCCC3)CN2C(=O)CC1c1ccc(F)cc1 (stereo not drawn)	?
Cc1cccc(OC[C@H]2C[C@@H](NCc3ccc(C)o3)[C@H](O)[C@@H]2O)n1	-38%[86.2 µM]
COc1ccc(C2=NN3C(=O)c4ccccc4C3C2)cc1 (stereo not drawn)	0%
Cn1cc([C@@H](NC(=O)CCC2=NNC(=O)CC2)C2CC(O)C2)cn1 (stereo partly drawn)	-17%
C#CCN(C)C(=O)[C@@H]1CCCN1[C@@H](C(=O)NC)c1ccccc1	5%[86.2 µM]
Cc1cc(C[C@@H]2COC[C@@H]2NC(=O)c2c(-c3ccccc3)noc2C)on1	-5%
COC(=O)C1=CNC=C(C(=O)OC)C1c1ccc(F)c(F)c1	?
Cn1c(=O)c2c(nc(Cl)n2CC(=O)N2CCCC2=O)n(C)c1=O	12%

Sorted by heavy-atom count (rising): 3 of the compounds above
SMILES	KDM5B inh
O=C(CCC1CC1)N1CCN(c2ncnc3ccsc23)CC(O)C1 (stereo not drawn)	4%
Cc1cc(C(=O)N2CCCC(N3CCN(c4cccc(Cl)c4)CC3)C2)n(C)n1 (stereo not drawn)	2%
CCOC(=O)Cn1c(=O)oc2cc(S(=O)(=O)N3CCN(c4ccc(C(C)=O)cc4)CC3)ccc21	5%

Structures listed above printed as active in KDM5B inh:
SMILES	KDM5B inh
COc1ccc(CC(=O)Nc2ccc3ncnc(N4CCCCC4)c3c2)c(Cl)c1	32µM*

Molecules above that contain bromine (2):
SMILES	KDM5B inh
O=C(Nc1ccccc1)Oc1cccc(Br)c1	-29%
COC(=O)c1nc2n(n1)C(c1cc(OC)ccc1OC)C=C(c1ccc(Br)cc1)N2 (stereo not drawn)	-25%

Remaining list, next part:
SMILES	KDM5B inh
CCn1ccc(C(=O)NC2CCCN(c3cc(-c4ccc(Cl)cc4)[nH]n3)C2)n1 (stereo not drawn)	-8%
O=C(CCOc1ccccc1)N(Cc1cccnc1)c1nc2c(Cl)cccc2s1	?
COc1ccc(N2CCN(C(=O)Nc3cccc(C(F)(F)F)c3)CC2)cc1	?
Cc1ccc(NC(=O)Cn2cc3c(n2)CCCC3)c(C)c1	?
Cc1cccc(C(=O)NC(Nc2ccc3ccccc3c2)C(Cl)(Cl)Cl)c1 (stereo not drawn)	-16%
CNC(=O)[C@@H]1CN(C(=O)Cc2c[nH]c3ccccc23)C[C@H]1COC	-10%
C=CCn1c(SCCCCCCC)nc2c1c(=O)n(C)c(=O)n2C	-3%
O=C(NC1CC1)c1ccn2nccc2c1	i
Cc1ccc(NC(=O)c2cnc(N3CCCC3)nc2C)cc1F	?
CCN(CC)S(=O)(=O)c1nnc(NC(=O)COc2ccccc2)s1	25%
CC(C)N(C(=O)COC(=O)c1cc(=O)c2ccccc2o1)C(C)C	5%
CCOc1ccccc1NC(=O)N1CCC(n2c(C)nc3cccnc32)CC1	2%
O=C(Cn1c(=O)n(Cc2ccc3c(c2)OCO3)c(=O)c2oc3ccccc3c21)Nc1ccccc1	-19%
CCC(CC)c1nc(COC(=O)C2=CN(Cc3ccc(OC)cc3)S(=O)(=O)N=C2C)no1	?
COc1ccc(NC(=O)CN2CCN(c3ccccc3F)CC2)c(OC)c1	-6%
O=C(NCc1ccccc1Cn1cccn1)c1cn[nH]c1-c1ccc(Cl)cc1	11%
CN1C(=O)Cc2ccccc2C1C(=O)N1CCN(c2ccc(F)cc2)CC1 (stereo not drawn)	-6%
COc1ccc(NC(=O)CSc2cn(CC(=O)N3CCOCC3)c3ccccc23)cc1OC	-5%
CCOC(=O)c1c(Nc2ccc(C)c(C)c2)nnc(-c2ccccc2)c1-c1ccccc1	-17%
CCCC(=O)N1c2nc(CC)nn2C2(CCCCC2)[C@@H]2CCCC[C@@H]21	6%
CN1C[C@@H]2CC[C@H](C1)N(Cc1cccc(OCCN3CCOCC3)c1)C2	11%
COc1ccc(/C=C/C(=O)NCc2ccccc2)cc1	15%
COc1cc(NC(=O)Cn2c(=O)oc3cc(S(=O)(=O)N4CCCCCC4)ccc32)cc(OC)c1	-18%
O=C1c2c(nc(CN3CCC(F)(F)CC3)n2Cc2ccccc2)NCCN1Cc1cccc(Cl)c1	-2%
O=C(Nc1cccc(F)c1)N1CC2CC(C1)[C@H]1CCCC(=O)N1C2 (stereo partly drawn)	0%
Cc1nn(C)c(C)c1CCN(C)Cc1ccc(=O)n(C)c1	-37%
Cc1ccc(CN2CCc3nc(C(=O)Nc4cccnc4)oc3CC2)cc1	-23%[86.2 µM]
CC(=O)N1CC2(CCN(CC3CCCCC3)C2)Cc2ccccc21 (stereo not drawn)	?
CCN(Cc1ccc(OC)cc1)Cc1cc(=O)oc2c(C)cc(C)cc12	?
CC(C)c1nc2c(NC(=O)c3cccc(Br)c3)cccn2n1	-17%
COc1cccc(CNC(=O)Cn2cc3c(n2)-c2c(oc(C(=O)N4CCCC4)c2C)CC3)c1	?
CC(C)Cn1c(N)c(-c2csc(Nc3ccc(Cl)cc3)n2)c(=O)n(C)c1=O	?
CC(C1CC1)N(Cc1ccc(C(N)=O)cc1)C1CC1 (stereo not drawn)	6%
CC(NC(=O)C1(c2ccc(NS(C)(=O)=O)cc2)CCCCC1)c1ccc(F)cc1 (stereo not drawn)	2%
COc1ccc2c(c1)N(S(=O)(=O)c1ccc(F)cc1)C(C)(C)C=C2C	10%
COc1ccc2cc(C(=O)N3CCN(S(=O)(=O)c4ccccc4)CC3)c(C)nc2c1	?
CN(C)CCN(Cc1ccc(F)cc1)C(=O)Nc1cccc2ccccc12	?
Cc1ccc(S(=O)(=O)N2CCN(Cc3cccc4cccnc34)CC2)cc1	-10%
COc1ccccc1NC(=O)c1cc(Cl)nc2ccccc12	13%
O=C(NCc1ccco1)c1cc2ccc(Cl)cc2[nH]1	-20%
CCNc1nc(-c2ccc(NC(C)=O)cc2F)cs1	-6%
Cc1ccc(OCC(=O)OCc2cc(=O)n3nc(C4CC4)sc3n2)cc1	-30%
Cc1ccc2c(Cn3cc(S(=O)(=O)N4CCCC4)ccc3=O)cc(=O)oc2c1	-1%
CCc1nn(Cc2ccc(Cl)cc2)c(=O)c2cc3cc(C)ccc3n12	-8%
COc1ccc(-n2nc(C)c([C@@H]3C=C[C@@H](NC(=O)NCc4ccccc4)C3)c2C)cc1	-27%[86.2 µM]
Cc1nc2cc(NC(=O)c3ccc(C(C)C)cc3)ccc2o1	20%
COC1CCCN(c2ccc(C(=O)NCCCn3ccnc3C(C)C)cn2)C1 (stereo not drawn)	?
Cc1n[nH]c(C)c1S(=O)(=O)Nc1ncn(Cc2ccc(F)cc2Cl)n1	10%
COc1ccccc1CCNC(=O)C(C)Sc1nc(-c2ccccc2)cc(C(F)(F)F)n1 (stereo not drawn)	-3%
Cc1nn(-c2nc3c(c(=O)[nH]c(=O)n3C)n2C/C=C/c2ccccc2)c(C)c1C	19%
Cc1ccc(N(C)S(=O)(=O)c2cccc(C(=O)NCCCN3CCCC3=O)c2)cc1	28%
CC(=O)Nc1ccc(NC(=O)CC(C)n2ccnc2)cc1 (stereo not drawn)	?
Cc1ccc(Cn2c(=O)n(CCCC(=O)NCc3ccc4c(c3)OCO4)c(=O)c3ccccc32)cc1	?
Cc1cc(C)cc(C(=O)NCCC23CC4CC(CC(C4)C2)C3)c1	-11%
O=C(COc1ccccc1)NC1CCc2n[nH]c(=O)n2CC1 (stereo not drawn)	0%
O=C(NCc1ccccc1)c1cnc2n1CCN(Cc1cccs1)CC2	10%[86.2 µM]
Cn1ncc(N2CCOC(CCNC(=O)C3(C)CC3)C2)cc1=O (stereo not drawn)	2%
O=C(CSc1nnnn1-c1ccc(Cl)c(C(=O)O)c1)NC(c1ccccc1)c1ccccc1	16%
Cc1nn(C)c(C)c1-c1ccnc(NCCC2(O)CCN(C)CC2)n1	?
C=CCOc1cccc(NC(=O)c2ccco2)c1	21%

For reference, part of the list above:
SMILES	KDM5B inh
Cc1nn(-c2nc3c(c(=O)[nH]c(=O)n3C)n2C/C=C/c2ccccc2)c(C)c1C	19%
Cc1ccc(N(C)S(=O)(=O)c2cccc(C(=O)NCCCN3CCCC3=O)c2)cc1	28%

(listing goes on)
SMILES	KDM5B inh
C=CCNCc1ccc(-c2cccc(Cl)c2C)o1	20%
Fc1ccc(CN2CCC(Cc3nc(-c4cccnc4)n[nH]3)C2)cc1F (stereo not drawn)	-26%
O=C(COc1ccc([N+](=O)[O-])cc1)Nc1ccc2oc(-c3ccc(F)cc3)nc2c1	28%
CCOc1cc(N2CCOCC2)c(OCC)cc1NC(=O)C(NC(=O)c1c(F)cccc1F)C(C)C (stereo not drawn)	8%
Cc1ccc(C(=O)NC2CCN(c3cnn(C)c(=O)c3)CC2)cc1F	-6%
CCCCCCn1c(CN2CCN(C)CC2)nc2c1c(=O)n(C)c(=O)n2C	15%
CCCCC(=O)Nc1nnc(S(=O)(=O)N(C)Cc2ccccc2)s1	1%
COc1ccccc1CNC(=O)C(Cc1ccccc1)NS(=O)(=O)c1ccc2c(c1)CCN2C(C)=O (stereo not drawn)	6%
COc1ccc(-n2c(-c3ccc(Cl)cc3)c[nH]c2=S)cc1	-4%
Cc1nn(CC(=O)N2CCc3ccccc32)c(C)c1S(=O)(=O)N1CCCC(C(=O)NC(C)C)C1 (stereo not drawn)	9%
Cc1cc(SCC(=O)NC2(C#N)CCCCCC2)nc2ccccc12	-1%
CC1CCC2(CC1)NC(=O)N(CC(=O)NC1CCCCC1)C2=O (stereo not drawn)	-9%
CCCNC(=O)N[C@@H]1C[C@H](COc2cccc(C)n2)[C@@H](O)[C@H]1O	-33%[86.2 µM]
